# Assay outcomes (PubChem)
# NALP1 inh – inhibitors of NALP1 inflammasome in yeast. S. cerevisiae NALP1/ASC/caspase-1 growth, X-gal OD620, 72 h. 280,000 compounds, 0.61% hits. AID 2071. inhibition, % at 10 µM; in the data active = inhibition mostly above about 24%, no sharp cut-off; inactive = mostly below about 32%; also: some compounds called inactive have numbers as strong as hits
# GPR7 antagonist – human neuropeptides B/W receptor 1 antagonism. P48145. GPR7-expressing cells, fluorescence antagonist assay. inhibition, % at 4.4 µM. 290,000 compounds, 1.1% hits. AID 1861; in the data active = inhibition above about 16%, passing the limit was not always enough;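 also: cells stimulated with the agonist NPW; 0% = agonist with vehicle and 100% = vehicle without agonist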
# Target sequence (P48145 whole entry, looked up): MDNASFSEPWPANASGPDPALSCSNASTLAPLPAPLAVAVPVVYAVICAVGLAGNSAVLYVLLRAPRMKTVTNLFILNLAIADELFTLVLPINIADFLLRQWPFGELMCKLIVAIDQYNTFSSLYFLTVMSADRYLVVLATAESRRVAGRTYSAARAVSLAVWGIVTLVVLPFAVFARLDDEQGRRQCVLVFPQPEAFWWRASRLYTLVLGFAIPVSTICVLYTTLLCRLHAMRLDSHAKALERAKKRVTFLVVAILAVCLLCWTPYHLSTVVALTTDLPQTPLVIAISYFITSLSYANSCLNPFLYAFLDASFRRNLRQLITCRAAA
# FID counter – counter-screen for HCV NS3 helicase inhibitors: DNA intercalator displacement; inhibition, % at 7.9 µM; 290,000 compounds, 0.17% hits; DNA fluorescent intercalator displacement, fluorescence; in the data active = inhibition above about 37%;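 also: 0% = vehicle and 100% = reference compound; higher means more ethidium bromide displaced from hairpin DNA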
# MEKK3 PB1 HTS – raises or lowers MEK5 binding to the human MEKK3 PB1 domain. Q99759. bead-based flow cytometry, Alexa488-MEK5 binding to MEKK3; actives lie on both sides; 0 = blocked by unlabeled MEK5, 100 = vehicle. binding response (% of control), % at 10 µM. 290,000 compounds, 1.4% hits. AID 1529;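 active = binding response more than 3 SD above or below the average of its plate-row segment, actives on both sides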;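 also: Alexa488 bead fluorescence after subtracting the streptavidin-only scavenger bead signal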
# MEKK2wt PB1 HTS – raises or lowers MEK5 binding to wildtype human MEKK2 PB1 domain; AID 1531; 290,000 compounds, 1.1% hits; bead flow cytometry, Alexa488-MEK5 binding to MEKK2 WT; actives lie on both sides; binding response (% of control), % at 10 µM; in the data active = binding response below about 67% or above about 130%
# MEKK2 mut-MEK5 – signal of MEK5 binding to mutant human MEKK2 PB1 domain; bead flow cytometry, Alexa488-MEK5 binding to MEKK2 mutant; percent response, % at 10 µM; 290,000 compounds, 0.35% hits; in the data active = percent response above about 24%, passing the limit was not always enough; also: inactives centre near 1; some results filed as inactive read as strong as hits; reference of the scale not given here
# PfM18AAP inh – blocks P. falciparum M18 aspartyl aminopeptidase; recombinant PfM18AAP, H-Glu-NHMec fluorogenic cleavage; inhibition, % at 7.35 µM; 290,000 compounds, 1.2% hits;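 active = inhibition above the campaign mean inhibition over all tested compounds plus 3 SD, cut at about 28% in these data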;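 also: 0% = plate median of test compound wells and 100% = 2 mM ZnCl2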
# OXTR ag – activates the human oxytocin receptor | P30559 | CHO-OTR cells, Fluo-8 calcium fluorescence; normalized: DMSO 0%, oxytocin 100% | AID 2435 | activation, % at 3 µM | 320,000 compounds, 0.32% hits;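 active = activation above the mean of all tested compounds plus 3 SD, cutoff set per screening run, cut at about 20% in these data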;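 also: peak over basal fluorescence ratio from a 100 s FLIPR kinetic read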
# Target sequence (P30559 whole entry, looked up): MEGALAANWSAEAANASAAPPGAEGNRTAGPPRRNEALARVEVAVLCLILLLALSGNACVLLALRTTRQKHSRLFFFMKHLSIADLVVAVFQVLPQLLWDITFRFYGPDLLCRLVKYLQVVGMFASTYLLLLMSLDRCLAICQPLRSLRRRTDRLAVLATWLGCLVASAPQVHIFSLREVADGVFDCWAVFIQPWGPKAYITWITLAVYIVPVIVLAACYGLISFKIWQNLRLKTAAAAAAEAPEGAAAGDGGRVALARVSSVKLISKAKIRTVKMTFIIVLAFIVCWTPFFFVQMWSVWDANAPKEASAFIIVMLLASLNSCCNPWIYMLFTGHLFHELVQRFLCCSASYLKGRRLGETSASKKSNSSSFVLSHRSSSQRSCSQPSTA
# PHOSPHO1 inh – PHOSPHO1 (human) inhibition; Q8TCT1; recombinant PHOSPHO1, absorbance phosphatase assay; inhibition, % at 13.3 µM; 290,000 compounds, 1.1% hits; AID 1565; in the data active = inhibition above about 60%
# Target sequence (Q8TCT1 whole entry, looked up): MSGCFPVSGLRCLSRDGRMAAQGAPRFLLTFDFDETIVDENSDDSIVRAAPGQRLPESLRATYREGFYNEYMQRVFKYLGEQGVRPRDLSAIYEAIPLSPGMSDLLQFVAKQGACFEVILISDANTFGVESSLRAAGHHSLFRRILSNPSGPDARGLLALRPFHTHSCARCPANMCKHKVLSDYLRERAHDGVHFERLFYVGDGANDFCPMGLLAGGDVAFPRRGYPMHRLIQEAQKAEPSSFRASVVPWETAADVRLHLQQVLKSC
# Starred values were filed as active, the others as inactive; / = not tested or not shown.
# A first look, 7 compounds:
1	O=c1[nH]cc(O)c(=O)[nH]1
2	CCN(CC)S(=O)(=O)c1cc(C(=O)Nc2ccccc2[N+](=O)[O-])ccc1Cl
3	CCn1nc(C)cc1C(=O)N1CCCC(C(=O)c2cccc(OC)c2)C1 (configuration not stated)
4	CCOc1ccc2nc(N3CCCC(C(=O)NCC4CCCO4)C3)sc2c1 (configuration not stated)
5	Cc1cc(-c2onc(C)c2C(=O)O)no1
6	COc1cccc(CN2CCNC(=O)C2CC(=O)NC2CCCCC2)c1OC (configuration not stated)
7	Cc1ccc(NC(=O)NC(=O)CN2CCN(c3ccc(O)cc3)CC2)c(C)c1
Compound	1	2	3	4	5	6	7
NALP1 inh	9	9	4	25	3	11	21
GPR7 antagonist	-17	-11	1	5	-13	-21	-5
FID counter	-3	-3	-9	-30	2	-25	-24
MEKK3 PB1 HTS	90	102	98	115	95	101	100
MEKK2wt PB1 HTS	91	98	87	105	97	106	99
MEKK2 mut-MEK5	4	-2	-11	9	-4	3	-1
PfM18AAP inh	-1	-10	1	-15	0	6	30*
OXTR ag	2.1	-1.4	0.2	-0.3	-0.2	0.6	3.9
PHOSPHO1 inh	16	-15	15	8	37	-28	20

# The whole of this part, from the first entry:
1	O=c1[nH]cc(O)c(=O)[nH]1
2	CCN(CC)S(=O)(=O)c1cc(C(=O)Nc2ccccc2[N+](=O)[O-])ccc1Cl
3	CCn1nc(C)cc1C(=O)N1CCCC(C(=O)c2cccc(OC)c2)C1 (configuration not stated)
4	CCOc1ccc2nc(N3CCCC(C(=O)NCC4CCCO4)C3)sc2c1 (configuration not stated)
5	Cc1cc(-c2onc(C)c2C(=O)O)no1
6	COc1cccc(CN2CCNC(=O)C2CC(=O)NC2CCCCC2)c1OC (configuration not stated)
Compound	1	2	3	4	5	6
NALP1 inh	9	9	4	25	3	11
GPR7 antagonist	-17	-11	1	5	-13	-21
FID counter	-3	-3	-9	-30	2	-25
MEKK3 PB1 HTS	90	102	98	115	95	101
MEKK2wt PB1 HTS	91	98	87	105	97	106
MEKK2 mut-MEK5	4	-2	-11	9	-4	3
PfM18AAP inh	-1	-10	1	-15	0	6
OXTR ag	2.1	-1.4	0.2	-0.3	-0.2	0.6
PHOSPHO1 inh	16	-15	15	8	37	-28

7	Cc1ccc(NC(=O)NC(=O)CN2CCN(c3ccc(O)cc3)CC2)c(C)c1
8	Cc1ccccc1CSc1nnc(-c2cnccn2)n1C
9	NC(N)=NS(=O)(=O)c1ccc(NC(=S)NC(=O)c2sc3ccccc3c2Cl)cc1
10	CCC(C)NCCOc1ccc(Br)cc1 (configuration not stated)
11	NC(=O)c1ccc[n+](Cc2ccc(-c3ccccc3)cc2)c1
12	c1ccc(-c2noc(CSc3nnc(Cc4cccs4)n3-c3ccccc3)n2)cc1
Compound	7	8	9	10	11	12
NALP1 inh	21	13	9	8	0	12
GPR7 antagonist	-5	-3	-4	3	4	0
FID counter	-24	-13	1	10	-1	-39
MEKK3 PB1 HTS	100	99	101	106	109	94
MEKK2wt PB1 HTS	99	99	106	95	122	93
MEKK2 mut-MEK5	-1	-2	22	2	10	-4
PfM18AAP inh	30*	-19	2	13	4	7
OXTR ag	3.9	-0.5	-0.8	3.4	0.1	-0.5
PHOSPHO1 inh	20	24	-9	0	44	-23

13	O=C(Nc1cccnc1)C1OCCc2ccccc21 (configuration not stated)
14	C=CCSc1nc2c(sc3nc(C)cc(C)c32)c(=O)[nH]1
15	COc1ccc(C2NCCc3cc(OC)c(OC)cc32)cc1OC (configuration not stated)
16	COc1ccc(OC)c(S(=O)(=O)N2CCCC(C)C2)c1 (configuration not stated)
17	O=C(CNC(=O)N1CC(=O)Nc2ccccc21)Nc1ccccc1F
18	COc1cccc(N2CCN(c3nc(C)cc(C)c3C#N)CC2)c1
Compound	13	14	15	16	17	18
NALP1 inh	/	2	8	5	20	14
GPR7 antagonist	-14	-20	-9	-12	-8	-18
FID counter	0	-7	0	-4	-3	-30
MEKK3 PB1 HTS	108	99	98	76	98	99
MEKK2wt PB1 HTS	106	102	109	89	102	99
MEKK2 mut-MEK5	2	0	4	1	8	1
PfM18AAP inh	4	-11	2	-9	1	6
OXTR ag	0.0	3.2	1.8	-0.9	0.2	-1.7
PHOSPHO1 inh	15	-30	-9	-19	22	29

19	N#Cc1cc(N)ccc1-n1cccc1
20	COc1cccc(/C=N\NC(=O)C2C(=O)NCC2c2ccccc2)c1O (configuration not stated)
21	CCCCNC(=O)Cc1ccc(C)cc1
22	O=C(N/C(=C/c1ccco1)C(=O)N1CCCC1)c1cccs1
23	O=C(c1cccc(S(=O)(=O)N2CCCC2)c1)N1CCN(c2ccccc2F)CC1
24	CCOc1ccc(C2CC(c3cccc(OC)c3)Nc3nc(N)nn32)cc1 (configuration not stated)
Compound	19	20	21	22	23	24
NALP1 inh	8	-3	15	6	28	5
GPR7 antagonist	-3	0	0	-4	-8	2
FID counter	-1	-14	3	-8	-25	-24
MEKK3 PB1 HTS	95	104	111	100	106	100
MEKK2wt PB1 HTS	94	105	117	102	105	103
MEKK2 mut-MEK5	-5	0	18	1	7	2
PfM18AAP inh	-4	9	-4	11	4	5
OXTR ag	1.8	-0.5	-0.1	-0.2	-0.2	1.5
PHOSPHO1 inh	25	14	-5	-4	11	26

# 3 records drawn at random from the list so far, as already listed:
22	O=C(N/C(=C/c1ccco1)C(=O)N1CCCC1)c1cccs1
19	N#Cc1cc(N)ccc1-n1cccc1
20	COc1cccc(/C=N\NC(=O)C2C(=O)NCC2c2ccccc2)c1O (configuration not stated)
Compound	22	19	20
NALP1 inh	6	8	-3
GPR7 antagonist	-4	-3	0
FID counter	-8	-1	-14
MEKK3 PB1 HTS	100	95	104
MEKK2wt PB1 HTS	102	94	105
MEKK2 mut-MEK5	1	-5	0
PfM18AAP inh	11	-4	9
OXTR ag	-0.2	1.8	-0.5
PHOSPHO1 inh	-4	25	14

# Carrying on.
25	Cc1sc2ncn(CC(=O)OCC(=O)NC(C)(C)C)c(=O)c2c1C
26	O=C(c1ccc(F)cc1)N1CCCC(N2CCN(Cc3ccc4c(c3)OCO4)CC2)C1 (configuration not stated)
27	N#C/C(=C\c1c(Oc2ccc(Cl)cc2)nc2ccccn2c1=O)C(=O)NC1CCS(=O)(=O)C1 (configuration not stated)
28	C=C1c2ccc(C)cc2NC(=O)N1c1ccccc1
29	CCOc1ccc(C2NCCc3cc(OC)c(OC)cc32)cc1OC (configuration not stated)
30	O=C(N/N=C/c1c[nH]c2ccccc12)c1ccn(Cc2ccc(Cl)cc2)n1
Compound	25	26	27	28	29	30
NALP1 inh	3	16	0	3	8	-4
GPR7 antagonist	-6	-1	-11	-10	-6	6
FID counter	-14	-4	-16	-7	-5	-8
MEKK3 PB1 HTS	104	101	98	106	103	106
MEKK2wt PB1 HTS	108	103	93	100	104	101
MEKK2 mut-MEK5	1	5	-7	7	1	-1
PfM18AAP inh	-2	2	4	-5	-2	4
OXTR ag	1.3	-0.3	1.2	0.3	0.5	3.0
PHOSPHO1 inh	-26	12	24	-10	20	27

31	O=C1c2[nH]nc(-c3ccccc3O)c2C(c2ccccc2F)N1Cc1ccco1 (configuration not stated)
32	Cc1cc(C)n2nc(C(=O)N/N=C/c3cccc(Cl)c3)nc2n1
33	CC1CCN(S(=O)(=O)c2ccc3c(c2)oc(=O)n3CC(=O)N2c3ccccc3CC2C)CC1 (configuration not stated)
34	Cc1cccc(C)c1OCCNC(=O)CCC(=O)c1ccccc1
35	C#CCOCCOCCOCCNc1nc(N2CCN(C(=O)[C@H](Cc3cc4ccccc4[nH]3)n3cc(C(N)CC(C)C)nn3)CC2)nc(N2CCN(C(=O)[C@H](CCC(=O)O)n3cc(C(N)[C@H](C)CC)nn3)CC2)n1 (some centres not stated)
36	Cc1ccc(S(=O)(=O)N2CCC(=O)N(CCOCc3ccc(F)cc3)CC2)cc1
Compound	31	32	33	34	35	36
NALP1 inh	-8	8	1	61	-6	18
GPR7 antagonist	-5	-19	-7	3	0	8
FID counter	-27	-18	-16	-15	24	-37
MEKK3 PB1 HTS	97	102	/	102	100	68
MEKK2wt PB1 HTS	88	100	/	98	108	80
MEKK2 mut-MEK5	-7	5	/	9	4	1
PfM18AAP inh	11	0	8	0	2	0
OXTR ag	-0.1	-0.3	0.1	-2.3	-0.2	2.7
PHOSPHO1 inh	-12	8	6	1	-12	1

37	C/C(=C\c1ccccc1)C(=O)NCc1ccco1
38	CCOC(=O)CN1C(=O)S/C(=C\c2ccc3c(c2)OCO3)C1=O
39	CCn1cc(C2=NC(C(C)C)CO2)c2ccccc21 (configuration not stated)
40	CCCSc1nc2c(cnn2-c2ccccc2)c(=O)[nH]1
41	Cc1nnc(SCC(=O)NC(C)(C)C)n1NCc1cccc(Br)c1
42	CCCCCc1nc2c(=O)n(C)c3ccccc3c2o1
Compound	37	38	39	40	41	42
NALP1 inh	7	-7	30	/	-9	-7
GPR7 antagonist	-15	0	3	-7	-12	-15
FID counter	-4	-15	2	-3	-30	-27
MEKK3 PB1 HTS	99	109	114	114	101	98
MEKK2wt PB1 HTS	92	110	110	115	102	96
MEKK2 mut-MEK5	-6	3	5	15	3	-4
PfM18AAP inh	-1	22	0	-2	2	-2
OXTR ag	-0.6	2.2	-1.7	-0.7	1.8	-2.3
PHOSPHO1 inh	29	39	6	22	34	-11

43	CC(C)Oc1ccc(CNC(=O)Cn2ccc3cc(S(=O)(=O)N4CCCC4)ccc32)cc1
44	Cc1ccc(C)c(OCc2cc(C(=O)N3CCN(c4ccccc4C)CC3C)no2)c1 (configuration not stated)
45	Cc1ccc(S(=O)(=O)NC2=NCN(Cc3ccccc3)CN2)cc1
46	COc1ccc(OC)c(NC(=O)CSc2sc3c(O)cc(=O)[nH]c3c2C#N)c1
47	CN1C(C(=O)Nc2ccc(F)cc2F)=CC(c2cccs2)=NS1(=O)=O
48	O=C(CCc1ccccc1)NNC(=O)c1ccccc1Br
Compound	43	44	45	46	47	48
NALP1 inh	15	5	1	5	-10	21
GPR7 antagonist	-10	-14	-9	-3	-5	-4
FID counter	-43	-31	-3	-16	-2	0
MEKK3 PB1 HTS	99	106	92	101	98	107
MEKK2wt PB1 HTS	94	110	94	99	99	105
MEKK2 mut-MEK5	-4	8	-4	4	-2	-2
PfM18AAP inh	6	-6	-2	13	2	12
OXTR ag	0.5	0.9	0.2	0.0	4.1	-0.8
PHOSPHO1 inh	31	33	-3	16	28	1
